V1aR counter = V1a receptor agonism, counter-screen for OXTR agonists; activation, % at 3 µM; P37288; CHO-V1R cells, Fluo-8 calcium fluorescence, agonist mode; 0% DMSO, 100% 3 nM vasopressin; 320,000 compounds, 0.25% hits;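 active means activation above the mean activation of all tested compounds plus 3 SD, per screening run, cut at about 20% in these data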;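 further: signal is peak over basal fluorescence ratio across a 100 second FLIPR read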
Target sequence (P37288 whole entry, looked up): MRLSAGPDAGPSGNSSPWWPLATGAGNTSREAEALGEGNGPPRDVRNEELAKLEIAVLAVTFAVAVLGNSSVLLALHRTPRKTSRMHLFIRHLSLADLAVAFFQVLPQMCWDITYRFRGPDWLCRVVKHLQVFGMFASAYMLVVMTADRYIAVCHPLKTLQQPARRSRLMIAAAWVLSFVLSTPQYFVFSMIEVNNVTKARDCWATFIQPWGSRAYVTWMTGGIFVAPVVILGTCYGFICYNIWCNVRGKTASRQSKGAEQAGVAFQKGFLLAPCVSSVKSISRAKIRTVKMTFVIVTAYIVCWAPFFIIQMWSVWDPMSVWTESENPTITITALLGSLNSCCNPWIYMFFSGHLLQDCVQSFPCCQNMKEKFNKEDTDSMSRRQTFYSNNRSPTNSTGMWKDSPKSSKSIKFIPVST
OXTR ag = agonists of human oxytocin receptor. P30559. CHO-OTR cells, Fluo-8 calcium fluorescence; normalized: DMSO 0%, oxytocin 100%. activation, % at 3 µM. 320,000 compounds, 0.32% hits;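 active means activation above the mean of all tested compounds plus 3 SD, cutoff set per screening run, cut at about 20% in these data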;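 further: peak over basal fluorescence ratio from a 100 s FLIPR kinetic read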
TAAR1 antagonist = human TAAR1 antagonism; Q96RJ0; CHO RD-HGA16 TAAR1, Fluo-8 calcium fluorescence, antagonist; inhibition, % at 3 µM; 360,000 compounds, 1.5% hits;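 active means inhibition above a per-plate cutoff, the mean inhibition of test compounds on that plate plus 3 SD, cut at about 49% in these data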;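 further: 0% = DMSO plus EC80 beta-PEA response and 100% = DMSO alone without agonist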
Target sequence (Q96RJ0 whole entry, looked up): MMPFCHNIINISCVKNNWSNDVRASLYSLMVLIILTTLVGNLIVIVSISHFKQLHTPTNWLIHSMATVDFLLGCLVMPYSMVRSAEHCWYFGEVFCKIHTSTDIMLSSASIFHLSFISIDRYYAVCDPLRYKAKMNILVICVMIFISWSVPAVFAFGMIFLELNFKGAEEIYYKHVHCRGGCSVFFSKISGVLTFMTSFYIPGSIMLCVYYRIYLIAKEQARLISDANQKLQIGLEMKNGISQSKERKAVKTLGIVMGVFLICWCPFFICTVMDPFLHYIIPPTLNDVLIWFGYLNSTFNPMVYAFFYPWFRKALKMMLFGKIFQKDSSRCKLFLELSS
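Test system: CHO RD-HGA16 cells bearing hTAAR1 | Reagent: β-PEA, EC80 | Compound dosing: 3 µM, single point | Schedule: Dye loading 75 min at 37 °C, then 30 min room temperature | Signal: Calcium fluorescence with Fluo-8 | Evaluation: Percent inhibition of PEA-evoked calcium signal, max/basal emission ratio | Control set: DMSO-only wells and EC80 β-PEA-stimulated wells | Repeats: Singlicate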
GPR7 antagonist = antagonists of human GPR7 (neuropeptides B/W receptor 1). GPR7-expressing cells, fluorescence antagonist assay. inhibition, % at 4.4 µM. 290,000 compounds, 1.1% hits. AID 1861; in the data active means inhibition above about 16%, passing the limit was not always enough;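 further: cells stimulated with the agonist NPW; 0% = agonist with vehicle and 100% = vehicle without agonist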
Target sequence (P48145 whole entry, looked up): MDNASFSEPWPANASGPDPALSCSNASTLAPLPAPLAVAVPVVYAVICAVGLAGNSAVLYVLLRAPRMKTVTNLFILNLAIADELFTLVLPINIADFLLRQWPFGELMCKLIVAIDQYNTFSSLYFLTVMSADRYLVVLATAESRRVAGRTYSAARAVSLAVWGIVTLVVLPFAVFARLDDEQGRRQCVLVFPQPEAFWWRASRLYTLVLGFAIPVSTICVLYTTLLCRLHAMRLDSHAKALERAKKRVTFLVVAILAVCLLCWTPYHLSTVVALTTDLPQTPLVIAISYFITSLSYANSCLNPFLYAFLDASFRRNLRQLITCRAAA
CHO-K1 Ca PAM = counter-screen for M1 PAMs: effect in parental CHO-K1 cells; ATP EC20, Fluo-8 calcium fluorescence; 0% at ATP EC20, 100% at ATP max; activation, % at 3 µM; 360,000 compounds, 0.02% hits;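 active means activation above the run cutoff, the mean activation of all test compounds plus 3 SD, cut at about 40% in these data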;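 further: peak over basal fluorescence ratio in a 140 s read after ATP addition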
OXTR potentiator = potentiates the human oxytocin receptor response | P30559 | CHO-OTR cells, Fluo-8 calcium fluorescence, potentiator mode; 0% = oxytocin EC15, 100% = EC100 | activation, % at 3 µM | 320,000 compounds, 0.061% hits | AID 2445;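 active means activation above that plate's cutoff, the mean activation of tested compounds plus 3 SD, cut at about 6.6% in these data, passing the limit was not always enough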;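 further: 100% uses oxytocin at 75 nM as the full agonist control; some results filed as inactive read as strong as hits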
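test system = CHO-OTR cells, human receptor | compound = single-point 3.0 µM | schedule = 6 min compound pre-incubation at room temperature, 100 s kinetic read | signal = Fluo-8 no-wash calcium dye fluorescence, excitation 470-495 nm, emission 515-575 nm | repeats = single well per compound, singlicate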
M1 ag parental = counter-screen for M1 agonists: effect in parental CHO-K1 cells | 360,000 compounds, 0.48% hits | activation, % at 3 µM | Fluo-8 calcium fluorescence; scaled to maximal ATP response, vehicle zero | AID 602248; in the data active means activation above about 15%;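 further: untransfected CHO-K1 host cells lacking M1 receptor as counterscreen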
CHO-K1 Ca antag = M1 antagonist counterscreen hit in parental CHO-K1 cells. AID 602250. 360,000 compounds, 0.6% hits. inhibition, % at 3 µM. ATP-induced calcium, Fluo-8 fluorescence;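 active means inhibition above a per-plate cutoff, the plate's mean sample inhibition plus 3 SD, cut at about 24% in these data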;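 further: 0% = DMSO plus EC80 ATP and 100% = DMSO alone without ATP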
CHO parental Ca = signal in parental CHO cells, OX1R antagonist counter-screen; parental CHO-K1, ATP-induced calcium, Fluo-8 fluorescence; inhibition, % at 5.6 µM; 330,000 compounds, 0.63% hits; AID 463079;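 active means inhibition above that plate's mean sample inhibition plus 3 SD, cut at about 26% in these data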;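 further: 0% = ATP-challenged DMSO wells and 100% = DMSO wells without ATP; some compounds past the cut are filed as inactive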
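test system = CHO parental line | reagent = ATP stimulus | measured by = intracellular calcium via Fluo-8 no-wash fluorescent dye | control set = ATP and no-ATP DMSO wells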
Active calls of the source: *; nt = not tested or not shown.

| canonical_smiles | GPR7 antagonist | CHO-K1 Ca antag | TAAR1 antagonist | OXTR ag | OXTR potentiator | CHO parental Ca | M1 ag parental | CHO-K1 Ca PAM | V1aR counter |
| --- | --- | --- | --- | --- | --- | --- | --- | --- | --- |
| CCCCNC(=O)CNC(=S)N(Cc1cc(OC)c(OC)c(OC)c1)C1CCCC1 | -7 | -8 | -14 | -1.8 | -2 | -5 | 0.1 | 18 | -1.2 |
| Cc1cccc2cc(CN(CC3CCCO3)C(=O)c3ccco3)c3nnnn3c12 (stereo unspecified) | -12 | nt | nt | -0.5 | -12 | -11 | nt | nt | 1.1 |
| Nc1nonc1-n1nnc(C(=O)N/N=C/c2ccc(OCc3ccccc3)cc2)c1CNc1ccccc1 | 3 | -3 | -19 | 0.1 | -2 | 9 | 0.3 | -12 | -0.2 |
| CCOCCCNC(=S)Nc1ccc2nc(N3CCN(CC)CC3)cc(C)c2c1 | -10 | -6 | -24 | 0.0 | 0 | -13 | -0.6 | 7 | 0.1 |
| CCCCn1c(N)c(N(CC)C(=O)C2COc3ccccc3O2)c(=O)[nH]c1=O (stereo unspecified) | nt | -4 | -14 | nt | nt | nt | 0.2 | 4 | nt |
| CCS(=O)(=O)N1CCN(S(=O)(=O)c2ccc3ccccc3c2)CC1 | 3 | -11 | -7 | 0.5 | -8 | -15 | 0.2 | 3 | 3.6 |
| O=C(NC(Nc1nc2ccc([N+](=O)[O-])cc2s1)(C(F)(F)F)C(F)(F)F)c1ccccc1Cl | 43* | 28* | 55* | 2.1 | -11 | 33* | 13 | 4 | 4.7 |
| CN1CCN(Cc2cccc(Oc3ccccc3)c2)CC1 | -3 | -32 | -11 | 2.4 | -1 | -2 | 1.4 | 22 | 2.1 |
| CC(C)OCCCNC(=S)N1CCC(C(=O)c2ccc3c(c2)OCCO3)CC1 | -4 | -15 | -6 | 1.0 | -10 | -5 | 2.3 | 10 | 1.8 |
| COC(=O)CN1C(=O)C(C)=C(c2ccc(C)cc2)S1(=O)=O | -10 | -5 | 4 | -1.3 | -1 | -7 | 0.3 | 12 | 0.5 |
| S=c1nc(COc2ccccc2)[nH]c2ccccc12 | 24 | -8 | -15 | -2.2 | -16 | -14 | 0.0 | -4 | -1.4 |
| CCN(Cc1ccncc1)Cc1ccc(OC)cc1OC | -10 | -11 | -22 | 0.1 | -15 | -8 | 0.3 | 24 | 0.5 |
| O=C1/C(=C/c2cccs2)COc2ccccc21 | 2 | -6 | -2 | -2.8 | 2 | -20 | 0.3 | 23 | -1.2 |
| N#C/C(=C/c1ccc(OCc2ccc(C(=O)O)cc2)c(Br)c1)c1cccc(F)c1 | 9 | 1 | 17 | -0.5 | -3 | -8 | 3.8 | -4 | 0.9 |
| CCc1nc2ccc(C(=O)N3CCN(C(=O)c4ccco4)CC3)cn2c1N(C)CCC(C)C | nt | -1 | -23 | nt | nt | nt | 0.8 | 12 | nt |
| CCOc1ccc(S(=O)(=O)Nc2cc(Cl)ccc2O)cc1 | -6 | 9 | 10 | 13 | -21 | 7 | 4.0 | -6 | 11 |
| O=C(NCC1CCCO1)c1cccc(NC(=O)c2ccc(Br)cc2)c1 (stereo unspecified) | -5 | -11 | 5 | 0.1 | -8 | -29 | 4.9 | -7 | 6.9 |
| COc1cc(/C=C/c2nnc3c4ccccc4ncn23)cc(OC)c1OC | 15 | 2 | 42 | 0.6 | -6 | -3 | 4.5 | 9 | 0.5 |
| CCOc1ccccc1N1CN(C2CCCCC2)CNC1=S | -5 | -13 | -27 | -1.3 | 4 | -12 | 0.4 | 18 | -1.2 |
| COc1cc(OC)cc(C(=O)Nc2nc(CC(=O)NCc3ccccc3OC)cs2)c1 | nt | 3 | 56* | -2.8 | -12 | -22 | 4.9 | -15 | -1.8 |
| CN(CC(=O)Nc1c(Cl)cccc1Cl)CC(=O)N1CCc2ccccc21 | nt | -13 | -10 | nt | nt | nt | 4.4 | 15 | nt |
| CSCc1cc(N(C)C)nc(SCc2ccc(Cl)cc2Cl)n1 | -14 | -14 | -16 | -0.4 | -1 | -18 | 0.2 | 17 | 0.3 |
| Cc1ccc(C(=O)C(C)OC(=O)C2CCN(c3ccc(C(F)(F)F)cn3)CC2)cc1 (stereo unspecified) | nt | 1 | -8 | nt | nt | nt | -0.1 | -11 | nt |
| CCOC(=O)C1CCCN(c2nc3ccccc3nc2C(C#N)C(=O)NCc2ccccc2)C1 (stereo unspecified) | -11 | -6 | 9 | 3.1 | -8 | -43 | 3.2 | 14 | 1.4 |
| O=S1(=O)CCN(Cc2cccnc2)CC1 | nt | 5 | -19 | nt | nt | nt | 0.1 | -10 | nt |
| C[C@@H]1CN([C@H](C)CO)C(=O)CCCn2nncc2CO[C@H]1CN(C)Cc1ccccc1C(=O)O | nt | 2 | -11 | nt | nt | nt | -0.1 | -3 | nt |
| Cc1ccc(C)c(S(=O)(=O)NCC(=O)Nc2sc3c(c2C(N)=O)CCC(C)C3)c1 (stereo unspecified) | -10 | -16 | -3 | 0.0 | -17 | 1 | 0.6 | 22 | -0.5 |
| COc1ccccc1C(C)NC(=O)c1ccc(NC(=O)CC2SC(N3CCCC3)=NC2=O)cc1 (stereo unspecified) | nt | -7 | -11 | -0.2 | -4 | 1 | -0.7 | -7 | 0.0 |
| CCNS(=O)(=O)c1ccc(NC(=O)c2cc(C(F)(F)F)nn2C)cc1 | 10 | 4 | 8 | -0.1 | -17 | -17 | 0.8 | -9 | 2.4 |
| CC1CN(C(=O)c2scc3c2OCCO3)CC(C)O1 (stereo unspecified) | -1 | -6 | -3 | 0.4 | -3 | 1 | 0.1 | 9 | 1.2 |
| Cc1ccccc1Nc1nc(-c2sc(NC(=O)c3cccc(Cl)c3)nc2C)cs1 | -1 | nt | nt | -0.6 | -15 | -7 | nt | nt | 0.0 |
| Cc1cc(CSc2ccccc2)ccc1NC(=O)c1ccc(CN2CCOCC2)cc1 | 10 | -6 | 19 | 8.2 | -12 | -5 | 6.8 | 14 | 7.6 |
| O=S(=O)(c1ccc(Br)s1)N1CCc2ccccc2C1 | -11 | -4 | 7 | -1.4 | -3 | 0 | 0.1 | 11 | -1.4 |
| O=C(N/N=C/c1cc([N+](=O)[O-])ccc1O)c1c[nH]c2ccccc12 | -13 | -11 | -16 | -0.2 | -1 | -1 | 0.0 | 14 | 0.8 |
| O=C(CN(Cc1ccccc1Cl)C(=O)c1ccc(CN2CCOCC2)o1)NCC1CCCO1 (stereo unspecified) | -11 | -16 | -8 | 0.4 | -13 | 2 | 0.3 | 6 | -0.3 |
| COc1ccc(N2CCN(C(=O)c3ccc(-c4nc5ccccc5s4)o3)CC2)cc1 | nt | -7 | -5 | -0.7 | 10 | -21 | 0.4 | 19 | -0.2 |
| COc1ccc(C2CC(c3cccs3)=NN2c2nc(C)c(C(C)=O)s2)cc1OC (stereo unspecified) | -2 | -3 | 11 | nt | nt | nt | 0.4 | 18 | nt |
| Cc1cccc(-c2ccc(C=Nc3c(C)n(C)n(-c4ccccc4)c3=O)o2)c1 | -7 | -8 | 1 | -2.1 | -9 | -37 | 0.3 | 3 | -1.4 |
| CCOc1cc(/C=N/NC(=O)c2cccnc2)ccc1OCc1ccc(C(=O)OC)o1 | -15 | -19 | 9 | -1.2 | -9 | -7 | 3.4 | 24 | 0.1 |
| COc1ccc(CNC(=O)c2onc(C)c2Cl)cc1 | -3 | -3 | -4 | -1.0 | -7 | -14 | 0.1 | 4 | -0.1 |
| CCOC(=O)C1=CN(Cc2cccc(F)c2)S(=O)(=O)N(C)C1c1ccccc1 (stereo unspecified) | nt | -12 | 13 | nt | nt | -13 | 0.8 | 9 | nt |
| O=C(Oc1cccc2cccnc12)c1cccc([N+](=O)[O-])c1 | -18 | 3 | 9 | -0.7 | -1 | 1 | 0.2 | 11 | 1.2 |
| COc1cc(OC)cc(C(=O)NCC(=O)OC(C)C(=O)NC(C)C2CC3CCC2C3)c1 (stereo unspecified) | nt | -7 | -22 | -0.9 | -8 | -19 | 2.4 | 2 | 0.6 |
| COC(=O)c1ccc(Oc2nc(C(N)=O)cc(-c3ccccc3)n2)cc1 | 1 | 11 | 16 | 0.0 | -2 | -8 | -0.2 | -5 | -0.9 |
| O=[N+]([O-])c1ccccc1S(=O)(=O)N1CCc2ccccc2C1 | 3 | 9 | -13 | -0.8 | -1 | -8 | -0.2 | -4 | -0.3 |
| CN(C(=O)CS(=O)(=O)c1cn(CC(=O)N2CCCC2)c2ccccc12)c1ccccc1 | -22 | -5 | 0 | -0.4 | -7 | -16 | 0.0 | 2 | -0.3 |
| O=S(=O)(NC(=S)c1ccccc1)c1ccccc1 | nt | -9 | -28 | -0.3 | -2 | -4 | 0.6 | 13 | 1.4 |
| COc1ccccc1CNc1nc(NCc2ccccc2)nc2ccsc12 | nt | 24* | 95* | nt | nt | nt | 3.3 | -16 | nt |
| CCCCC1CC(=O)NC1(C(=O)OCC)C(=O)OCC (stereo unspecified) | nt | -6 | -6 | nt | nt | nt | 0.3 | -15 | nt |
| COc1cccc(C2=NOC(C(=O)NC3CCCCC3)C2)c1 (stereo unspecified) | -2 | -13 | -2 | -0.4 | -1 | -17 | 2.0 | 25 | 0.1 |
| Cc1ccccc1NC(=O)CSc1nnc(Cc2cccn2C)n1-c1ccc(F)cc1 | -9 | 8 | 13 | -0.2 | -3 | -17 | -0.1 | -5 | 1.8 |
| Cn1c(=O)c2cc(NC(=O)OCCF)ccc2n1Cc1cccc(C(F)(F)F)c1 | nt | -11 | -11 | nt | nt | nt | 4.2 | 24 | nt |

Reprinted at random: 4 entries already listed.
| canonical_smiles | GPR7 antagonist | CHO-K1 Ca antag | TAAR1 antagonist | OXTR ag | OXTR potentiator | CHO parental Ca | M1 ag parental | CHO-K1 Ca PAM | V1aR counter |
| --- | --- | --- | --- | --- | --- | --- | --- | --- | --- |
| Cc1ccccc1Nc1nc(-c2sc(NC(=O)c3cccc(Cl)c3)nc2C)cs1 | -1 | nt | nt | -0.6 | -15 | -7 | nt | nt | 0.0 |
| COC(=O)c1ccc(Oc2nc(C(N)=O)cc(-c3ccccc3)n2)cc1 | 1 | 11 | 16 | 0.0 | -2 | -8 | -0.2 | -5 | -0.9 |
| Cc1ccc(C)c(S(=O)(=O)NCC(=O)Nc2sc3c(c2C(N)=O)CCC(C)C3)c1 (stereo unspecified) | -10 | -16 | -3 | 0.0 | -17 | 1 | 0.6 | 22 | -0.5 |
| O=C(N/N=C/c1cc([N+](=O)[O-])ccc1O)c1c[nH]c2ccccc12 | -13 | -11 | -16 | -0.2 | -1 | -1 | 0.0 | 14 | 0.8 |

Screening results (PubChem)
